Assay outcomes as filed in PubChem.
KCNQ2 block = KCNQ2 potassium channel inhibitors, primary screen, cell-based, CHO-K1, FluxOR thallium flux, B-score (AID 2156); O88943; 20 min; active compounds read low; B-score at 10 µM; 1.1% of 310,000 active;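 active = fluorescence ratio B-score at most minus 3 library SDs, with starting brightness B-score within 2 library SDs, cut at about -5.5 in these data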
Target sequence (O88943 whole entry, looked up): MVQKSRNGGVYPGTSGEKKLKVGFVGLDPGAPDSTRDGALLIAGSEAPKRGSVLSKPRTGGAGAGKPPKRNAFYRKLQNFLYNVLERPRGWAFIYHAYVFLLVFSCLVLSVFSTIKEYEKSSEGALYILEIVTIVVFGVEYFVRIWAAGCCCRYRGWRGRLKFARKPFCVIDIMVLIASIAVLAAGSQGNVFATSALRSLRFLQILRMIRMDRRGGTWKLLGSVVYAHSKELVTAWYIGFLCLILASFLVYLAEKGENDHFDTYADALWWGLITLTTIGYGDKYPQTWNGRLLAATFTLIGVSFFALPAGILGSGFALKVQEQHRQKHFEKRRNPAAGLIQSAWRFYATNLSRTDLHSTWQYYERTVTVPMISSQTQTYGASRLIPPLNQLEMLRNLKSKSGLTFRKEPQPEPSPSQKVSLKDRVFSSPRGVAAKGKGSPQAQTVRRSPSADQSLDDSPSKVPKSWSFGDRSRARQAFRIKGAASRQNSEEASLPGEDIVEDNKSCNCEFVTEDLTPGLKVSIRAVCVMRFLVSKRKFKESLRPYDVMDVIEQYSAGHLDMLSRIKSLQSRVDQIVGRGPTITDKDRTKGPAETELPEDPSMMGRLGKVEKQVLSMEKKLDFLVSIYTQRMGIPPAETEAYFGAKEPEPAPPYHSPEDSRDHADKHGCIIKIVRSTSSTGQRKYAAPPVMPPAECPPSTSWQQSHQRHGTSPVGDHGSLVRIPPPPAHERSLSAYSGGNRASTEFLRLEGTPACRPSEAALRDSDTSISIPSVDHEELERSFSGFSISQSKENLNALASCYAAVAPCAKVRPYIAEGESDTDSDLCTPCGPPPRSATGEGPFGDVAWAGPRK
Kir21 inh = inhibitors of mouse Kir2.1 inward-rectifier potassium channel | HEK293-Kir2.1, FluxOR thallium flux fluorescence; active compounds read low | 0.85% of 310,000 active | B-score at 10 µM | P35561 | AID 1672;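 active = fluorescence ratio B-score at or below minus 3 SD of library scores, with starting-brightness B-score within 2 SD, cut at about -4.2 in these data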;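 note: channel flux triggered by added potassium and thallium sulfate stimulus; B-score of peak minus minimum fluorescence over baseline after thallium stimulus; more negative B-score means stronger Kir2.1 block with less thallium influx; some compounds called inactive have numbers as strong as hits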
The depositor's hits bear a star; i = inactive.

Kir21 inh	KCNQ2 block	structure
-1.2	i	CN1c2ccsc2C(O)=C(C(=O)Nc2ccccc2)S1(=O)=O
-0.48	i	Cc1cc2cc(C(c3nnnn3Cc3ccco3)N3CCc4ccccc4C3)c(=O)[nH]c2cc1C (stereo unspecified)
-1.4	i	COC(=O)C1=C(C)n2nnnc2NC1c1cc2ccccc2o1 (stereo unspecified)
-0.77	i	O=C1CN(CC(=O)Nc2ccc(Cl)cc2)CCN1
-1.1	i	COC(CNS(=O)(=O)c1ccc(S(=O)(=O)N2CCCC2)cc1)OC
0.4	i	COc1ccc(C(CC(=O)N2CCCCC2)c2c(O)cc(OC)cc2OC)cc1 (stereo unspecified)
-0.89	i	COc1ccc(-c2noc(CN(C(=O)c3ccc(OC(C)=O)cc3)C(C)C)n2)cc1OC
-0.24	i	O=C(NCCN1CCOCC1)c1ccccc1N1C(=O)[C@@H]2Cc3c([nH]c4ccccc34)C(c3ccc(F)cc3)N2C1=O (stereo partly specified)
0.15	i	CC1=C(C(N)=O)C(c2ccco2)C(C(N)=O)=C(C)N1
-1.2	i	NS(=O)(=O)c1ccc(CCNC(=O)c2cc(-c3ccc(Br)cc3)nc3ccccc23)cc1
-0.46	i	Cc1ccc(/C=N/N2CCCCC2)o1
2	i	FC(F)(F)c1nc2ccccc2c2nc3ccccc3n12
1.8	i	O=C(NCC(F)(F)F)N1CCOCC1
0.52	i	CC/C(=N\NC(=O)c1ccc(Br)cc1)c1ccccc1
-0.13	-5.9*	Cc1cc(C)nc(NCC(O)COc2ccccc2C)n1 (stereo unspecified)
-0.34	i	Cc1ccc(C(=O)NC2(C(Cl)Cl)N=C(c3ccccc3)N=C2N)cc1 (stereo unspecified)
0.11	i	COc1cccc(C2CCCCN(C)C2=O)c1 (stereo unspecified)
-0.38	i	O=C(CSc1nccc(=O)[nH]1)N1CCCc2ccccc21
2.1	i	O=C(NC(=S)Nc1ccccc1N1CCCCC1)c1ccccc1
-0.01	i	O=C(Nc1cc(S(=O)(=O)N2CCOCC2)ccc1N1CCOCC1)c1cnccn1
0.35	i	CCOc1cccc(-c2c(C(=O)N/N=C/c3ccc(C)o3)nnn2-c2nonc2N)c1
0.69	i	N/C(=N\c1nc2ccccc2o1)NC(=O)c1ccc([N+](=O)[O-])cc1
-1.8	i	Cc1cc(=O)[nH]c(NN=C2CCC(C(C)(C)C)CC2)n1 (stereo unspecified)
-0.94	i	Cc1cc(=O)[nH]c(N=N/C(=N/Nc2ccc(O)cc2)c2ccccc2)n1
0.46	i	COc1ccc(C)cc1NC(=O)c1cc(S(=O)(=O)N2CCCC2)cn1C

Continued:
Kir21 inh	KCNQ2 block	structure
-0.39	i	O[C@@H]1CN(Cc2ccc(-n3cccn3)cc2)CC[C@H]1N1CCN(c2ccccc2F)CC1
-0.86	i	Cc1ccc(-c2cc(C(=O)OC3CCOC3=O)c3ccccc3n2)c(C)c1 (stereo unspecified)
-2.1	i	COc1ccc(CC(=O)OCC(=O)Nc2ccc(N3CCOCC3)cc2)cc1
0.74	i	Cc1c2ccccc2cc(Cc2ccccc2)[n+]1C
-0.59	i	COCCNC(=O)NC(=O)CN1CCN(C(c2ccccc2)c2ccccc2)CC1
-1.4	i	COC(=O)C1CN(C(=O)C(C)Oc2ccc(F)cc2)c2ccccc2O1 (stereo unspecified)
-0.01	i	CC(=O)Nc1ccc(N(CC(=O)NCC2CCCO2)C(=O)CCC(=O)Nc2cc(C)on2)cc1 (stereo unspecified)
2.8	i	O=c1[nH]nc(N2CCOCC2)c(=O)[nH]1
0.67	i	O=C(CNC(=O)C(c1ccccc1)c1ccccc1)N/N=C/c1ccc(O)c([N+](=O)[O-])c1
-1.3	i	O=C(O)CN1C(=O)SC(Nc2ccccc2)C1=O (stereo unspecified)
2	i	CCn1nc(C)c([N+](=O)[O-])c1C(=O)NNC(=O)c1ccc(Cl)cc1
-0.28	i	O=C(CCc1ccccc1)OCCOC(=O)CCc1ccccc1
0.47	i	COc1c(C(=O)Nc2nnc(C3CC3)s2)csc1Cl
-0.41	i	CCN1CCN(c2ccc(S(=O)(=O)N3CCCCC3)cc2NC(=O)Cc2ccccc2)CC1
0.42	i	COc1cccc(C(=O)Oc2c(Br)cc(Br)cc2/C=N/NC(=O)c2cc(C)[nH]n2)c1
1.4	i	O=Cc1cn(CC(=O)N2CCCCC2)c2ccccc12
0.77	i	COc1cccc(CNc2nc(C(F)(F)F)nc3ccccc23)c1
1	i	CCOC(=O)C1CCN(CCCSc2ccc(C)cc2)CC1
-2.6	i	CN(C)c1ccc(C(=S)N2CCN(Cc3ccccc3)CC2)cc1
0.08	i	CNC(=O)Cc1nc2ccccc2n1CC(=O)Nc1cc(C)cc(C)c1
0.01	i	Cc1ccc2[nH]c(SCC(=O)N3CCOCC3)nc2c1C
0.54	i	Cc1nn(C)cc1/C=N/NC(=S)Nc1ccc(Cl)cc1Cl
-0.33	i	Cc1cc(-c2n[nH]c(=S)n2-c2ccccc2C)cs1
1.3	i	N#Cc1ccc(OCC(=O)N/N=C2/CC(c3ccccc3)Oc3ccccc32)cc1 (stereo unspecified)
0.56	i	O=C(Cn1cccc1C(=O)c1ccccc1)NCCCN1CCOCC1

Going on with the list.
Kir21 inh	KCNQ2 block	structure
0.1	i	COc1cccc2cc(C(=O)C3=C(O)C(=O)N(c4cc(C)on4)C3c3cccs3)oc12 (stereo unspecified)
-0.02	i	O=S(=O)(NCCc1ccc2c(c1)OCCO2)c1cccs1
-0.26	i	COc1ccccc1N1CCN(S(=O)(=O)c2ccc3c(c2)CC(C)N3C(C)=O)CC1 (stereo unspecified)
-0.15	i	CCCCNC(=O)N1c2ccccc2CC1C (stereo unspecified)
-0.95	i	CCC(C)(C)NC(=O)C(c1ccccc1Cl)N(C(=O)CCC(=O)Nc1cc(C)on1)c1ccc(NC(C)=O)cc1 (stereo unspecified)
-0.25	i	Cc1ccc(Cl)cc1NC(=O)COC(=O)CC1CC2CCC1C2 (stereo unspecified)
2	i	CC(C)Sc1nnc(Nc2ccccc2)s1
0.01	i	CCCCc1nnc(NC(=O)CSc2nc(=O)cc(N)n2-c2cccc(C)c2)s1
0.04	i	Cc1ccc(S(=O)(=O)N2CCN(c3ccc([N+](=O)[O-])cn3)CC2)cc1
-0.07	i	CCC(C(=O)OCC(=O)NC(=O)NC(C)(C)C)c1ccccc1 (stereo unspecified)
1.8	i	CC1=Nc2ccc(C)c3nc(C)cc(c23)N1c1ccc(C)cc1
-0.04	i	Cc1ccc(NS(=O)(=O)c2ccc(/C=C/C(=O)O)cc2)cc1Cl
-1	-7.7*	O=C(c1ccco1)N(CCC(c1ccccc1)c1ccco1)Cc1ccccc1 (stereo unspecified)
-0.15	i	O=C(CCn1cccc1)Nc1nccs1
-0.54	i	CCOC(=O)C1CCCN(C(=O)c2ccc3c(c2)OCO3)C1 (stereo unspecified)
-1.4	i	Oc1c(Br)cc(/C=N/NC(=S)NCC2CCCO2)cc1Br (stereo unspecified)
0.39	i	CCc1ccc2[nH]c(=O)c(C(c3nnnn3CC3CCCO3)N3CCCc4ccccc43)cc2c1 (stereo unspecified)
2	i	O=C(CCNS(=O)(=O)c1ccccc1)N1CCCC1
-0.28	i	Cc1cccc(NC(=S)N(CCCN2CCOCC2)C(C)c2cc3ccccc3o2)c1C (stereo unspecified)
0.3	i	O=C(Nc1cccc(Cl)c1)c1ccc(Cn2cc(Cl)cn2)cc1
-2.4	i	CCCCN(CCCC)C(=O)C1CC=CCC1C(=O)O (stereo unspecified)
0.67	i	COc1ccc(Cc2noc(CN(C)CC(O)c3ccccc3)n2)cc1OC (stereo unspecified)
-0.64	i	O=C1CC(N2CCN(S(=O)(=O)c3ccc(Cl)cc3)CC2)C(=O)N1CCc1ccccc1 (stereo unspecified)
0.5	i	COC(=O)CCc1c(C)c(C(=O)c2ccco2)c2ccccn12
-0.02	i	c1coc(CNc2nc3ccccc3n2CCN2CCOCC2)c1

In the list so far, these have a furan ring, fused or not.
Kir21 inh	KCNQ2 block	structure
-0.48	i	Cc1cc2cc(C(c3nnnn3Cc3ccco3)N3CCc4ccccc4C3)c(=O)[nH]c2cc1C (stereo unspecified)
-1.4	i	COC(=O)C1=C(C)n2nnnc2NC1c1cc2ccccc2o1 (stereo unspecified)
0.15	i	CC1=C(C(N)=O)C(c2ccco2)C(C(N)=O)=C(C)N1
-0.46	i	Cc1ccc(/C=N/N2CCCCC2)o1
0.35	i	CCOc1cccc(-c2c(C(=O)N/N=C/c3ccc(C)o3)nnn2-c2nonc2N)c1
0.1	i	COc1cccc2cc(C(=O)C3=C(O)C(=O)N(c4cc(C)on4)C3c3cccs3)oc12 (stereo unspecified)
-1	-7.7*	O=C(c1ccco1)N(CCC(c1ccccc1)c1ccco1)Cc1ccccc1 (stereo unspecified)
-0.28	i	Cc1cccc(NC(=S)N(CCCN2CCOCC2)C(C)c2cc3ccccc3o2)c1C (stereo unspecified)
0.5	i	COC(=O)CCc1c(C)c(C(=O)c2ccco2)c2ccccn12
-0.02	i	c1coc(CNc2nc3ccccc3n2CCN2CCOCC2)c1

Additional records
Kir21 inh	KCNQ2 block	structure
-0.38	i	Cc1cc(Oc2ccc(=O)n(C)n2)nc(SCC(N)=O)n1
-1.2	i	COc1ccccc1C1NC(=O)NC(C)=C1C(=O)OC1CCCCC1 (stereo unspecified)
-1.5	i	N#Cc1c(Nc2ccccc2)c(/C=N/NCCO)c[nH]c1=O
-0.54	-6.3*	COc1ccc(C(=O)Nc2ccccc2N2CCOCC2)cc1Br
-0.78	i	Cc1ccccc1NS(=O)(=O)c1csc(C(N)=O)c1
-1.2	i	COc1ccc(C(C(=O)NC2CCCC2)N(Cc2ccccc2)C(=O)c2nsc(Cl)c2Cl)cc1 (stereo unspecified)
-0.82	i	CC(=O)Nc1ccc(NC(=O)C2CCCN2C(=O)Nc2cccc(F)c2)cc1 (stereo unspecified)
1.3	i	Cc1ccc2nc(C)c(C(=O)NN=C3CCN(C)CC3)n2c1
-0.1	i	CC(NC(=O)NCCCC(=O)O)(C(F)(F)F)C(F)(F)F
1.2	i	O=C(O)/C=C/C(=O)NNC(=O)c1ccc(Cl)cc1Cl
0.24	i	CC1(C)C(=O)C2(C(=O)NCc3ccccc3)CCC1C2 (stereo unspecified)
-0.01	i	COc1ccc2c(CC(=O)NCC3CCC(C(=O)O)CC3)cc(=O)oc2c1 (stereo unspecified)
-1.4	i	Cc1cccc(C)c1NC(=O)Cn1nnc(-c2ccc(CN3CCC(C)CC3)cc2)n1
0.81	i	O=C(/C=C/c1ccccc1)Nn1cnnc1
0.04	i	COc1cc(/C=N/NC(=O)C(=O)NCc2cccnc2)ccc1O
0.87	i	CSc1ccc(CN2CCN(CCC(C)C)C(CCO)C2)cc1 (stereo unspecified)
1.3	i	CCN(c1ccc(NC(=O)COC(=O)c2ccc(C)s2)cc1)C(C)C
-1.6	i	CC(/C=C/c1ccc2c(c1)OCO2)=N\NC(=O)COc1ccccc1C
0.94	i	O=C(Nc1ccc(Cl)cc1)c1ccc2snnc2c1
0.01	i	COc1cccc(NC(=O)COC(=O)c2cccnc2)c1
1.6	i	O=C(Nc1nc(-c2cc(F)ccc2F)cs1)c1cccc(N2C(=O)CCC2=O)c1
0.02	i	CCOC(=O)c1c(NC(C)=O)sc2c(OCC(O)CN(CC)CC)c(Br)ccc12 (stereo unspecified)
0.33	i	O=C(CSc1nc2[nH]ncc2c(=O)[nH]1)c1ccccc1
0.15	i	CCOC(=O)CSc1nc2c(c(=O)n1-c1ccc(OCC)cc1)SCC2
-1.8	i	CCC(Oc1ccccc1)C(=O)Nc1cc(Cl)ccc1-n1cncn1 (stereo unspecified)

(listing goes on)
Kir21 inh	KCNQ2 block	structure
0.2	i	Cc1sc2ncnc(N3CCC(C(=O)NNC(=O)COc4ccc(Br)cc4)CC3)c2c1C
1.7	i	CCOc1ccc(NC(=O)CN2CCN(CC(=O)Nc3ccc(Cl)c(C(F)(F)F)c3)CC2)cc1
2.3	i	COc1ccc(/C=N/NC(=O)c2ccc(OC)c(OC)c2)cc1COc1c(F)c(F)c(F)c(F)c1F
1.4	i	Cc1nn(CCC#N)c2[nH]c(=O)cc(C(F)(F)F)c12
-2.6	i	Cc1cc(C)c(S(=O)(=O)N(C)Cc2cnn(C)c2)c(C)c1
0.99	i	Cc1ccc(C(=O)Nn2c(C)nc3ccccc3c2=O)cc1C
0.11	i	CC(C)(CSc1nncn1/N=C/c1ccco1)NS(=O)(=O)c1ccc(Cl)cc1
1.3	i	Nc1n[nH]c(N)c1N=Nc1cccc(F)c1
-1.3	i	O=C(Nc1ccccc1Oc1cccnc1)C1CCCN(C/C=C/c2ccc(F)cc2)C1 (stereo unspecified)
0.24	i	O=S(=O)(NCC(c1ccco1)N1CCN(c2ccccc2F)CC1)c1ccccc1 (stereo unspecified)
-0.43	i	O=C(NCCS(=O)(=O)N1CCN(c2ccccc2F)CC1)c1ccc(Br)cc1
-0.03	i	CCc1ccc(C(C)NC(=O)c2cc(C)oc2C)cc1 (stereo unspecified)
0.88	i	CCc1nnc(NC(=O)CSc2nnc(CNc3cccc(Cl)c3)n2CC)s1
-4.5	i	COC(=O)CSc1nc(NCc2ccccc2)nc(N(C)C)n1
0.28	i	CCOCC(=O)Nc1cc(Cl)ccc1C
1.4	i	CC1CCCCC1NC(=O)CCS(=O)(=O)c1cccc2nonc12 (stereo unspecified)
-0.06	i	COc1ccc(N(CC(=O)Nc2cccc(N(C)S(C)(=O)=O)c2)S(=O)(=O)c2ccc(C)cc2)cc1
0.4	i	CN(C)C(=O)N(CCCN1CCOCC1)Cc1cccc2ccccc12

Looked up by compound from the entries so far (2):
Kir21 inh	KCNQ2 block	structure
1.4	i	Cc1nn(CCC#N)c2[nH]c(=O)cc(C(F)(F)F)c12
-0.03	i	CCc1ccc(C(C)NC(=O)c2cc(C)oc2C)cc1 (stereo unspecified)
